Source: PubChem BioAssay
HSP90 refold inh: inhibitors of HSP90 luciferase refolding in rabbit reticulocyte lysate. 290,000 compounds, 0.91% hits. AID 1789. inhibition, % at 5.6 µM. luciferase refolding luminescence, 3 h;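 active = inhibition above the screen-wide mean plus 3 SD, computed separately per campaign, cut at about 16% in these data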;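 note: 0% = DMSO wells and 100% = 60 µM geldanamycin wells; inhibitors lower the luminescence because luciferase stays unfolded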
AI-2 QS modul: modulators of Vibrio harveyi AI-2 quorum sensing system | activity change, % at 7.5 µM | 300,000 compounds, 0.4% hits | AID 2094 | Vibrio harveyi JMH597 AI-2 luminescence/OD600 ratio, 9 h; active compounds read low; strain lacks LuxN and CqsS sensors; 0 = neutral-control median; in the data active = activity change below about -75%, passing the limit was not always enough; inconclusive = no clear call, values can overlap the other calls;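 note: luminescence divided by OD600 gain over 9 h not by final OD600 alone; inactives centre near 13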
HSF-1 act: increases HSF-1 driven luciferase reporter signal; NIH3T3-HGL HSF-1 luciferase reporter, MG132, 8 h; 100% = twice DMSO control signal; activation, % at 9 µM; 300,000 compounds, 1.7% hits;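 active = mean replicate activation of at least 50% with a set share of replicates each reaching 50%; inconclusive = only one of those two conditions met; inactive = mean below 50% and too few replicates reaching it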;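 note: 0% = median of the neutral control wells and 100% = twice that signal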
Platelet DG rel: platelet dense granule release activity; inhibition, %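 (compounds screened at 7.5 µM in platelet-rich plasma)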; 300,000 compounds, 0.22% hits; human platelet-rich plasma, SFLLRN dense granule ATP release, luminescence; AID 1663;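 active = mean replicate score, as percent of positive control, at or above 50; inconclusive = mean below 50 but at least one replicate at or above 50; inactive = mean and every replicate below 50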
KLF5 inh: inhibitors of KLF5 expression. DLD-1 KLF5 promoter-luciferase reporter, luminescence. inhibition, % at 5 µM. 290,000 compounds, 0.23% hits. AID 1700;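 active = inhibition above a per-plate limit of that plate's mean compound inhibition plus 3 SD, cut at about 60% in these data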;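 note: 0% = DMSO wells and 100% = LY294002 at 200 µM; higher means less KLF5 promoter-driven luciferase light; inactives centre near -14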
aSyn 5UTR inh: MLPCN primary screen, SNCA 5' untranslated region. AID 1813. alpha-synuclein 5'UTR reporter, inhibitor activity. inhibition, % (tested at 7.5 µM). 300,000 compounds, 0.82% hits; in the data active = inhibition above about 60%; inconclusive = no clear call, values can overlap the other calls;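 note: H4 neuroglioblastoma cells stably carrying SNCA 5'UTR luciferase fusion; 0% = DMSO wells and 100% = positive control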
HSF1 inhib: HSF1 inhibition; NIH3T3-HGL HSE-luciferase, MG132-induced, luminescence 8 h; active compounds read low; activity change, negative = inhibition, % at 7.5 µM (by protocol); 300,000 compounds, 0.77% hits;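 active = more than half of replicate wells show activity change below -50%, luminescence cut by over half; inconclusive = some wells, but at most half, below -50%; inactive = no replicate well below -50%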;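 note: luciferase reports HSF-1 transcriptional activity via heat shock element; 0% = median of DMSO wells and -100% = zero luminescence signal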
IEC-6 tox: counter-screen for KLF5 inhibitors: cytotoxicity in IEC-6 cells | 290,000 compounds, 0.78% hits | IEC-6 cytotoxicity, luminescence viability | inhibition, % at 5 µM; in the data active = inhibition above about 22%;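 note: 0% = plate median of test compound wells and 100% = cytotoxic reference compound wells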
SKKanGAS inh: inhibitors of SKKanGAS S. pyogenes growth in kanamycin (SK-promoter or general growth effect). BacTiter-Glo, 6 h. 300,000 compounds, 1.3% hits. AID 1662. inhibition, % at 7.5 µM;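 active = mean replicate score, as percent of positive control median, at least 50; inconclusive = mean below 50 but one replicate at or above 50; inactive = mean and every replicate below 50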;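 note: strain carries kanamycin resistance gene driven by streptokinase promoter and grows in 40 µg/ml kanamycin; loss of luminescence reflects streptokinase promoter inhibition or plain growth inhibition; 0% = median of DMSO wells and 100% = positive control at its reference dose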
HIF activator: HIF pathway transcriptional activation; 300,000 compounds, 0.32% hits; activation, % at 7.5 µM (by protocol); U2OS HRE-luciferase reporter, luminescence; normalized: DMSO 0%, desferrioxamine 100%;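 active = mean activation of at least 10% of the iron chelator positive control signal, with at least half of replicates also reaching 10%; inconclusive = mean and replicate majority disagree about reaching 10%; inactive = mean and most replicates under 10%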
An asterisk follows results filed as active; ? = inconclusive; · = not tested or not shown.

SMILES	HSP90 refold inh	AI-2 QS modul	HSF-1 act	Platelet DG rel	KLF5 inh	aSyn 5UTR inh	HSF1 inhib	IEC-6 tox	SKKanGAS inh	HIF activator
O=C1OC(c2ccccc2)=C/C1=C/N1CCOCC1	1	11	-6	4	3	-18	-4	-4	-2	·
O=C(CNC(=O)c1ccccc1Br)N/N=C/c1cc(Br)ccc1O	1	48	12	-3	-3	70*	-4	-2	73*	21*
Cc1ccc(NC(=O)C2CC(=O)N(c3ccc4c5c(cccc35)CC4)C2)cc1 (stereo not given)	2	-2	-12	2	12	25	0	9	26	-2.3
CCN(Cc1ccncc1)C(=O)c1cccc(S(=O)(=O)N2CCOCC2)c1	0	-8	5	-22	-10	-18	-7	-1	-2	-0.1
COc1cc(C2SCC(=O)N2Cc2ccccc2)cc(OC)c1OC (stereo not given)	1	2	-6	-1	-21	3	-5	14	0	-3.2
CC1CC(=O)N(C)c2cc([N+](=O)[O-])ccc2N1 (stereo not given)	2	24	-2	7	-14	19	4	0	-2	-0.2
CC1=C(C(=O)OCC2CCCO2)C(c2ccccc2)C2=C(CCCC2=O)N1 (stereo not given)	-3	20	6	0	-13	9	1	-5	2	0.6
COCCNC(=O)c1cnn2c1NC(c1ccco1)CC2C(F)(F)F (stereo not given)	-2	25	-3	-7	-39	3	4	-5	-5	1.0
O=C(Nc1ccccc1)O/N=C/c1ccncc1	0	24	3	15	-18	-26	-3	-2	-2	0.5
COc1ccc(/C=C/C(=O)OCc2nc3ccccc3c(=O)[nH]2)c(OC)c1	1	8	14	5	-4	8	6	3	4	-0.1
Cc1ccc(C(=O)n2c(N)nc3ccccc32)cc1	60*	0	-26	31	51	81*	-13	9	?	-3.3
Nc1nonc1C(=O)NCCNC(=O)c1cccs1	-3	18	5	3	-12	1	-3	0	1	0.0
O=C(N/N=C1\CC(c2ccccc2)Oc2ccccc21)c1cccnc1 (stereo not given)	4	24	13	-7	-7	-47	12	1	7	1.6
Cc1cccc(Cn2nnc3ccccc32)c1O	·	-3	20	15	·	26	5	·	1	-0.2
CN=C1SC(CC(=O)Nc2ccccc2F)C(=O)N1C (stereo not given)	-3	40	5	16	-25	-16	0	-1	3	-0.3
COc1cc(CN(C)Cc2ccccc2)cc(OC)c1O	-1	11	44	1	-22	-4	13	2	2	-1.2
CC(C)CN(C(=O)COC(=O)CSc1ccc([N+](=O)[O-])cc1)C1CCS(=O)(=O)C1 (stereo not given)	·	9	-5	-4	·	5	0	·	-2	-0.1
C=CCOn1c(=O)c(-c2ccc(C)cc2)[n+]([O-])c2ccccc21	1	14	6	4	-10	-10	0	6	3	0.2
Cc1cccc(N2CCN(S(=O)(=O)c3ccc(-c4coc(C)n4)cc3)CC2C)c1 (stereo not given)	-4	33	11	-1	-15	-10	8	-4	-11	-0.2
CC(=O)NCCC1CCN(C(=O)C2CCC(=O)N(C3CCCC3)C2)CC1 (stereo not given)	-7	-6	-8	-6	-44	14	-7	0	-6	0.5
CC(C)N(C(=S)Nc1cc(S(=O)(=O)N2CCOCC2)ccc1Cl)c1ccccc1	0	35	18	-13	-5	7	4	-1	-8	-0.5
Cc1ccnc(NC(=O)C2CCN(S(=O)(=O)c3cccc4nonc34)CC2)c1	6	12	3	-8	12	-36	8	6	0	0.5
O=C(O)CCC(=O)Nc1cccc(-c2nc3ccccc3o2)c1	0	37	2	-6	-44	11	-5	-7	-7	-23
Cc1cccc(N(CC(=O)NCCSCc2ccccc2)S(C)(=O)=O)c1	0	9	-14	-24	8	8	1	-4	4	-0.6
COc1ccc(S(=O)(=O)N2CCN(c3ccc(F)cc3)CC2)cc1OC	-3	6	11	12	-6	7	10	3	-8	-2.0
CCc1cc2c(N3CCCCC3)ncnc2s1	2	21	-12	-14	1	-4	-4	0	-3	-0.5
Cc1noc(C)c1CSc1ncnc2ccccc12	1	1	24	1	-3	18	5	0	1	-1.1
CCC(C)(C)NC(=O)C(c1ccc(OC)cc1)N(C(=O)CCC(=O)Nc1cc(C)on1)c1ccc2c(c1)OCCO2 (stereo not given)	1	15	-8	-1	-3	-43	-13	5	3	-0.1
COc1ccccc1CNCC(O)(c1ccc(F)cc1)c1ccc(F)cc1	3	17	6	5	-5	0	1	6	-1	0.5
CC(=O)c1ccccc1NS(=O)(=O)c1ccccc1Cl	5	-1	-3	-4	-24	9	-3	0	-22	-0.2
C/C=C(\C)C(=O)Nc1cccc(C2=NOC3(C2)C[C@@H](C(N)=O)N(C(=O)c2ccccc2C(=O)c2ccccc2)C3)c1 (stereo not given in full)	·	13	-12	-2	·	12	-5	·	2	-0.2
C=CCN(c1ccccc1)S(=O)(=O)c1cccc(C(=O)Nc2cc(C)ccn2)c1	·	38	11	0	·	26	-3	·	6	1.6
Cc1ccc(P(=O)(O)c2ccc(C)cc2)cc1	-1	7	-16	7	2	18	-7	-6	0	0.0
CC(=O)Nc1ccc(/C=N/NC(=O)CNS(=O)(=O)c2ccccc2)cc1	-3	18	-7	11	-1	8	-5	-1	7	0.0
CC(NC(=O)CSc1nc2c(c(C(F)(F)F)n1)CCc1ccccc1-2)c1ccccc1 (stereo not given)	-1	7	2	-6	-14	22	-8	-8	13	-0.3
CN(C)c1ccc(C(=O)Nc2ccc(S(=O)(=O)Nc3nccs3)cc2)cc1	-2	26	4	-2	-23	-17	-2	-6	-1	-0.1
COc1ccc(N2CC(C(=O)Nc3ccccc3C(=O)NC3CC3)CC2=O)cc1 (stereo not given)	5	12	6	-2	-18	16	-5	1	6	0.4
CCc1nc2ccccc2n1CCc1ccccc1	-2	5	4	5	-39	-24	7	-4	0	-1.1
CCCOC(=O)c1cc(-c2ccc(C=O)o2)ccc1Cl	-2	1	10	7	-49	-20	-8	1	-13	1.2
Oc1c(Br)cc(Br)c(/C=N/n2c(-c3ccccc3)n[nH]c2=S)c1Br	-3	43	20	3	-48	-1	-4	-2	30	0.5
CCc1ccc(CN(C)CCc2ccccn2)cc1	1	13	12	0	-7	-10	-8	-2	0	-0.1
COc1cccc(C(=O)Nc2nnc(C3CCCO3)s2)c1 (stereo not given)	2	-78*	21	7	-138	-99	22	11	3	2.5
COc1ccc(-c2csc(NC(=O)c3ccccc3NS(=O)(=O)c3ccc(C)cc3)n2)cc1	0	69	0	31	1	4	5	3	54*	0.7
COc1ccc(-n2nc(C(=O)NCC(=O)NCCCN3CCC(C)CC3)c3ccccc3c2=O)cc1Cl	-1	0	1	5	-16	40	0	0	3	-1.1
Cc1cc(C)n(-c2ccc(C(=O)O)cc2[N+](=O)[O-])n1	0	14	-1	0	-12	-6	-7	0	-1	-0.2
Cc1cc(C(=O)CCC(=O)NC(C)c2ccc(S(N)(=O)=O)cc2)c(C)s1 (stereo not given)	·	7	2	1	·	0	4	·	3	-4.9
CN1CCc2nc3sc(C(=O)NCc4ccccc4)c(N)c3cc2C1	0	16	36	-11	-34	-3	-4	6	-7	-0.1
COc1ccccc1NS(=O)(=O)c1ccc(Br)s1	4	23	-9	-6	-15	13	0	1	8	-0.1
Cc1cc(Br)ccc1NC(=O)CNC(=O)Cc1ccc(S(=O)(=O)N2CCOCC2)s1	·	·	15	-13	·	2	2	·	-12	-0.2
Cc1nc(NCCc2ccc(Cl)cc2)c2nnn(Cc3ccccc3)c2n1	-1	8	-15	-12	-10	-3	-5	2	2	-0.6
COc1ccc(/C=C/C(=O)OCn2c(SC)nnc(C)c2=O)cc1OC	5	18	-8	2	3	10	-7	-2	-4	-0.4
CC(C)CCn1cnc2c1c(=O)n(C)c(=O)n2C	1	18	-24	-13	2	2	-7	-4	1	-0.6
COc1nc(-c2ccccc2)nc(C)c1CC(=O)O	-4	15	2	-2	-43	24	-6	-3	-6	0.2
CC(NCCC1(Cc2ccccc2Cl)CCOC(C)(C)C1)c1cccs1 (stereo not given)	14	8	16	-11	-2	9	6	0	2	-0.8
CC(=O)Nc1ccc(S(=O)(=O)Nc2nc3ccccc3nc2N2CCCCCC2)cc1	2	28	3	-5	7	4	1	0	15	-0.5
C=CCN1C(=O)c2ccc(C(=O)N(CC)CC(=O)Nc3c(F)cccc3F)cc2C1=O	·	5	-9	33	·	0	-3	·	0	0.1
CCC(CO)n1c(SCc2cc([N+](=O)[O-])cc3c2OCOC3)nc2ccccc2c1=O (stereo not given)	1	31	56*	3	0	9	33	3	16	-0.3
COc1ccc(-c2cn(-c3ccc(Br)cc3)c3[n+]2CCS3)cc1	-3	17	-12	-6	-14	5	-3	2	-3	0.0
CC(C)(C)N1[C@@H](CC(=O)O)c2cc(C(F)(F)F)ccc2S1(=O)=O	·	14	-59	-4	·	2	-48	·	-2	-1.7
Cc1ccc(C(=O)COC(=O)c2cc(Cl)nc3ccccc23)cc1C	5	11	6	5	-15	16	0	4	-8	0.4

Next part
SMILES	HSP90 refold inh	AI-2 QS modul	HSF-1 act	Platelet DG rel	KLF5 inh	aSyn 5UTR inh	HSF1 inhib	IEC-6 tox	SKKanGAS inh	HIF activator
CCC(C(=O)NCc1ccc(F)cc1)N(Cc1ccco1)C(=O)c1snc(C(N)=O)c1N (stereo not given)	-3	2	11	-7	-36	10	13	-6	5	-1.9
CC1=CC(C)(C)N(C(=O)CSc2nnc(-c3ccccc3)o2)c2ccc(C)cc21	0	26	13	-7	-19	-12	8	-1	21	-0.4
CC1(C(=O)N2CCOCC2)CCCCC1	-5	11	-12	5	-43	15	-5	3	7	-0.1
O=C1CCCN1CCCN1CC(C(=O)N(CCO)Cc2ccccc2)CCC1=O (stereo not given)	0	11	24	-10	-54	-9	-2	4	1	-0.1
Cc1cc(N/N=C/c2c(O)ccc3ccccc23)nc(-c2ccccc2O)n1	1	24	0	-9	-5	72*	2	-5	85*	5.6
O=C(Nc1ccccc1)c1ccccc1OCc1ccc(S(=O)(=O)N2CCOCC2)cc1	-1	20	-1	-5	-13	0	-4	-10	10	0.0
O=C(O)CNC(=O)CC1S/C(=N/N=C/c2ccccc2O)NC1=O (stereo not given)	4	2	-10	-7	-10	-20	-8	2	-14	0.1
Cc1c(/C=N/NC(=O)c2cc(C(C)(C)C)[nH]n2)c2ccccc2n1C	-4	13	3	12	-21	-14	-9	3	6	1.0
O=C(O)c1ccc(NS(=O)(=O)/C=C/c2ccccc2)cc1O	-4	5	-9	14	-31	-14	7	-10	3	-0.6
CCC1Oc2ccccc2N(CC(=O)NCCCN2CCOCC2)C1=O (stereo not given)	0	17	5	14	-38	8	-5	-1	-3	-0.1
CCOc1cc(C)ccc1OCc1nnc(SCC(=O)c2cccc([N+](=O)[O-])c2)n1C	1	19	-4	1	-13	37	-1	-6	3	·
CC(=O)SC1CC(=O)N(c2c(C)cccc2C)C1=O (stereo not given)	-6	-14	21	6	-13	-38	8	-2	1	0.0
